Screening results from PubChem BioAssay.
LYPLA1 counter: LYPLA1 inhibitors, primary screen, counter-screen for PME1 inhibitor project, biochemical, fluorescence polarization, FP-Rh probe ABPP | recombinant LYPLA1 | inhibition, % at 5.9 µM | Acyl-protein thioesterase 1 (Homo sapiens), O75608 | hit rate 0.16% among 320,000;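 active means inhibition above the mean of all tested compounds plus 3 SD, set per campaign, cut at about 14% in these data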;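 further: inhibitors block serine hydrolase probe labeling of LYPLA1 so polarization falls; 0% = enzyme with DMSO and 100% = wells lacking LYPLA1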
Target sequence (O75608 whole entry, looked up): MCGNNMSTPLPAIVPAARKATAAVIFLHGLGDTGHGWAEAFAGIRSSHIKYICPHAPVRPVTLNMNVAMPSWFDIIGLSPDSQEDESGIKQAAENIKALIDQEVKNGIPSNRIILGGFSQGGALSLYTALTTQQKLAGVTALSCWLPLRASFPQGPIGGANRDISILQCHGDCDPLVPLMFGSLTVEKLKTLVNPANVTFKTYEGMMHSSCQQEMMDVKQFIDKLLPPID
PAFAH1B2 inh: PAFAH1B2 enzyme inhibitors, primary screen, biochemical, fluorescence polarization, human | hit rate 1.2% among 340,000 | recombinant PAFAH1B2, FP-rhodamine activity probe | inhibition, % at 3.39 µM;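 active means inhibition above the mean of all tested compounds plus 3 SD, cut at about 24% in these data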;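 further: 0% = enzyme with DMSO and 100% = wells lacking PAFAH1B2; many of its hits are not listed in these tables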
GSTO1 counter: inhibitors of recombinant GSTO1, primary screen, counter-screen for RBBP9 inhibitor project, biochemical, fluorescence polarization; activity-based probe fluorescence polarization; inhibition, % at 5.96 µM; Glutathione S-transferase omega-1 (Homo sapiens), P78417; AID 1974, 2009; hit rate 1.1% among 300,000;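 active means inhibition above the campaign mean inhibition plus 3 SD, cut at about 35% in these data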;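 further: 0% = GSTO1-1 with DMSO and 100% = wells lacking GSTO1-1 enzyme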
PME-1 inh: PME-1 inhibitors via competitive probe labeling, primary screen, biochemical, fluorescence polarization, FP-Rh probe, HTS. Protein phosphatase methylesterase 1 (Homo sapiens), Q9Y570. recombinant PME-1. inhibition, % at 5.9 µM. hit rate 0.53% among 320,000. AID 2130, 2009;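 active means inhibition above the campaign mean of all compounds plus 3 SD, cut at about 26% in these data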;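 further: competitive labeling of PME-1 active site by serine hydrolase directed probe; 0% = PME-1 with DMSO and 100% = wells lacking PME-1 enzyme; inhibitors block probe labeling so polarization falls and inhibition rises; many of its hits are not listed in these tables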
Target sequence (Q9Y570 whole entry, looked up): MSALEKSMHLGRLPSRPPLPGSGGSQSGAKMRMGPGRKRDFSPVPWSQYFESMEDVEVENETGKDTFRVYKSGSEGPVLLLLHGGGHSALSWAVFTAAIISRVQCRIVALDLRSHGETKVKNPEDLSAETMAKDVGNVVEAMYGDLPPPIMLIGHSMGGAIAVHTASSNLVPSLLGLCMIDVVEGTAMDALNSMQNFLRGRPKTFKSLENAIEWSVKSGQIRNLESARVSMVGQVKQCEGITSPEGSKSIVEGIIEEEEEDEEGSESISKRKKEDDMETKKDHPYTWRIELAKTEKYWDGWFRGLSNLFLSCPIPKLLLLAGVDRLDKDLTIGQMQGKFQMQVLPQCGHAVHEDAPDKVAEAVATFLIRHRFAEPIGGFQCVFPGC
pPAFAH inh: pPAFAH enzyme inhibitors, primary screen, biochemical, fluorescence polarization, human; Platelet-activating factor acetylhydrolase (Homo sapiens), Q13093; recombinant pPAFAH, FP-rhodamine probe fluorescence polarization; inhibition, % at 3.39 µM; hit rate 1.5% among 330,000; AID 463082, 2010;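 active means inhibition above the mean inhibition across the screen plus 3 SD, cut at about 25% in these data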;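 further: inhibitors block binding of the rhodamine activity-based probe so polarization drops; 0% = enzyme with DMSO and 100% = wells lacking pPAFAH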
Target sequence (Q13093 whole entry, looked up): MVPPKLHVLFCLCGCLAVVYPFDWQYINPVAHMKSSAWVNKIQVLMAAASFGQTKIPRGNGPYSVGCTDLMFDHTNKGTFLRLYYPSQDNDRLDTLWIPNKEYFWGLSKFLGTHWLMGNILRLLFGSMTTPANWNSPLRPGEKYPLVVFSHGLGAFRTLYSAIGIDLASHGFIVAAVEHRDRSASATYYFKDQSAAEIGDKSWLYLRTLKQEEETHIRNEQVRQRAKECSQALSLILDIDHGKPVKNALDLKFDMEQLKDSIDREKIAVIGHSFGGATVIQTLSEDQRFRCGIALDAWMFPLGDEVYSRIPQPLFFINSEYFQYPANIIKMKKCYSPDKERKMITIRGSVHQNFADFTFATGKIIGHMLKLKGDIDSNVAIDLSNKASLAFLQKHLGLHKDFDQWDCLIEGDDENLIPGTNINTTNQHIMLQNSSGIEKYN
PAFAH2 FP inh: PAFAH2 enzyme inhibitors, primary screen, biochemical, fluorescence polarization, human. recombinant PAFAH2, FP-rhodamine activity probe. inhibition, % at 3.39 µM. hit rate 0.99% among 340,000. AID 492956, 2010;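 active means inhibition above the mean over all tested compounds plus 3 SD, cut at about 30% in these data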;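 further: inhibitors block probe labeling of enzyme so polarization drops; 0% = enzyme with DMSO and 100% = wells lacking PAFAH2 protein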
PAFAH1B3 inh: PAFAH1B3 enzyme inhibitors, primary screen, biochemical, fluorescence polarization, human; inhibition, % at 3.39 µM; AID 492972, 2010; Platelet-activating factor acetylhydrolase IB subunit alpha1 (Homo sapiens), Q15102; recombinant PAFAH1B3, FP-rhodamine probe; hit rate 0.28% among 340,000;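 active means inhibition above the screen-wide average of all tested compounds plus 3 SD, cut at about 25% in these data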;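 further: 0% = enzyme with DMSO only and 100% = wells lacking PAFAH1B3 protein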
Fam108B counter: mouse Fam108B serine hydrolase inhibitors, primary screen, counter-screen for RBBP9 inhibitor project, biochemical, fluorescence polarization; recombinant Fam108B, FP-Rh probe fluorescence polarization; hit rate 0.33% among 300,000; inhibition, % at 9.51 µM; AID 1947, 2009;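 active means inhibition above the screen mean inhibition plus 3 SD, computed separately per campaign, cut at about 18% in these data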;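 further: inhibitors lower polarization as less probe binds the enzyme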
PAD4 inh: human PAD4 inhibitors, primary screen, biochemical, fluorescence polarization, 1536-well format; hit rate 0.41% among 330,000; inhibition, % at 6.36 µM; Protein-arginine deiminase type-4 (Homo sapiens), Q9UM07; recombinant PAD4, RCA probe fluorescence polarization;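 active means percent inhibition above a cutoff equal to the mean of all tested compounds plus 3 SD, cut at about 15% in these data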;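 further: 0% = PAD4 with RCA probe and DMSO and 100% = probe without PAD4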
Active calls of the source: *; / = no result given. The list is partial; the hit share may differ from the screen's.

Compound	LYPLA1 counter	PAFAH1B2 inh	GSTO1 counter	PME-1 inh	pPAFAH inh	PAFAH2 FP inh	PAFAH1B3 inh	Fam108B counter	PAD4 inh
Cc1ccc(C(=O)NC(N(C)C)C(Cl)(Cl)Cl)cc1 (centres undefined)	2	-3	2	-6	8	5	-5	0	-3
O=C(O)c1ccc(S(=O)(=O)c2ccc([N+](=O)[O-])cc2[N+](=O)[O-])cc1	3	8	25	4	1	0	19	2	5
CCN1CCCC1CNC(=S)Nc1ccc(C(C)=O)cc1 (centres undefined)	-1	-6	8	2	1	3	13	0	3
N=C1C(c2ccccc2)=C(O)CN1NC(=O)c1ccc(Cl)cc1	-1	4	2	-2	6	-7	9	3	0
CCOc1ccc2nc(SCC(=O)c3ccc(Cl)s3)sc2c1	-6	-5	-11	-10	3	-8	-4	-24	-10
CCc1c(C)sc(NC(=O)C2CC2c2ccccc2)c1C(N)=O (centres undefined)	-2	8	-8	-2	7	3	-1	-1	0
COC(=O)C1SCC2C(=O)N(Cc3ccccc3)CC(=O)N21 (centres undefined)	0	9	2	-5	2	6	11	2	-3
COc1ccc(NC2CCCN(C(=O)c3cccc(N4CCNC4=O)c3)C2)cc1 (centres undefined)	-1	2	3	1	5	1	7	2	-2
Cc1ccc(Nc2nc(N)nc(CSC(=S)N3CCOCC3)n2)c(C)c1	3	0	11	-3	2	46*	-4	3	-3
C=CCN1C(=O)/C(=C\c2cccs2)C(C(=O)OC)=C1C	-1	5	3	-6	3	-1	12	0	-6
COc1ccc(NS(=O)(=O)c2ccc(NS(=O)(=O)c3ccc(C)cc3)cc2)nn1	-1	24*	3	-3	10	6	11	10	-1
COCc1ccc(C(=O)NC2CCCc3c2cnn3-c2ccc(C)c(C)c2)o1 (centres undefined)	-1	1	1	5	8	-1	-2	-3	-3
O=C(NC(=S)Nc1ccccn1)c1ccc([N+](=O)[O-])cc1	-1	-1	1	8	3	-9	3	-1	-1
CC(=O)Oc1ccc(C(=O)Nc2cc(C)on2)cc1	3	6	14	-1	5	0	5	-1	-2
O=C(NNC(=O)c1sccc1-n1cccc1)c1cccc(Cl)c1	4	5	2	-9	1	-7	5	-5	-8
COC(=O)C1=C(C)NC(=O)C1(NC(=O)c1ccncc1)C(F)(F)F (centres undefined)	0	5	1	1	-1	-4	9	5	1
CS(=O)(=O)N1CCc2cc(C(=O)N3CCN(c4ccc(F)cc4)CC3)ccc21	0	3	5	4	-2	5	-3	0	-6
COc1ccc(/C=N/N=C2\CC3CCC2(C)C3(C)C)cc1O (centres undefined)	0	9	-1	1	5	-12	2	2	4
COc1ccc(CCNC(=O)C2=CCN(S(=O)(=O)c3ccc(F)cc3)CC2)cc1OC	-4	3	-1	17	-5	-2	2	-4	2
CC(C)c1cc(C(=O)N/N=C/C(Br)=C/c2ccccc2)n[nH]1	-6	5	-5	-6	6	-3	2	-1	6
COc1ccc(N2CCN(Cc3cc(=O)oc4cc(-c5ccccc5)c(O)cc34)CC2)cc1	-1	3	6	2	-3	1	7	-3	1
CCOc1ccc(S(=O)(=O)N(CC)CC(=O)NCc2ccncc2)cc1C	1	-1	2	-1	2	-5	5	-1	-3
CC(C)(C)CNC(=O)c1ccc2c(c1)S(=O)(=O)c1cc(Cl)ccc1C2=O	6	1	/	4	0	3	-4	/	-3
CC(=O)Nc1cccc(NC=C(C#N)C#N)c1	3	6	-2	7	3	8	10	2	8
COc1cc(OC)c(/C=C2\SC(=O)N(CC(=O)Nc3ccccc3F)C2=O)c(OC)c1	-8	-1	-10	-23	5	-4	-5	-12	8
NC(=O)C1CCN(C(=O)CSc2nc(O)cc(=O)[nH]2)CC1	0	0	-3	0	0	-1	4	-3	-3
Cc1cc2oc(=O)cc(CN3CCCCC3C)c2c(C)c1Cl (centres undefined)	-1	2	6	9	-4	7	6	1	-4
O=C(CCCSc1nc2ccccc2s1)NCc1ccco1	0	-9	1	2	-3	8	-2	2	-2
COc1ccccc1CNC(=O)c1cccnc1	-1	1	3	-3	3	-1	5	4	6
Cc1cc(=O)oc(C)c1C(=O)NCc1c(F)cc(F)cc1F	5	4	-4	2	-1	1	-3	-3	-1
Cc1cc(C)n2nc(C(=O)Nc3ccn(Cc4ccccc4C)n3)cc2n1	-3	4	-13	-3	2	1	-3	-4	-2
CCCn1nnnc1SCC(=O)N1CCN(C(=O)c2ccco2)CC1	0	5	7	-2	-1	2	7	3	3
O=C1CCC(=O)N(O)CCCCCNC(=O)CCC(=O)N(O)CCCCCNC(=O)CCC(=O)N(O)CCCCCN1	-2	2	10	7	0	5	6	5	0
C=CCNC(=O)CN1CCC(c2nc3cc(C)c(C)cc3[nH]2)CC1	-1	-1	-4	-5	4	-4	12	-5	-3
C=CCCC(=O)NC1CC(C)(C)Cc2c1cnn2-c1cccc(F)c1 (centres undefined)	0	9	4	4	2	4	1	1	-3
Nc1ccc(Oc2ccc([N+](=O)[O-])cc2[N+](=O)[O-])cc1	2	0	11	4	6	4	2	1	1
CCn1c2ccccc2c2nnc(SCC(=O)NCc3cccs3)nc21	1	4	2	5	2	-1	6	2	-1
Cc1ccccc1NC(=O)c1cc2c(=O)n3cccc(C)c3nc2s1	-1	5	0	1	7	1	2	-4	5
COc1ccccc1N(CC(=O)NCCSCc1ccccc1)S(=O)(=O)c1ccc(C)cc1	0	10	1	1	17	4	3	-6	-6
COc1ccc2cc3c(N)nn(C(=O)c4ccccc4Cl)c3nc2c1	-3	-4	6	-5	2	-1	1	-7	-5
CCC1Sc2ccccc2N(CC(=O)NC2CCCC2)C1=O (centres undefined)	-2	2	0	-4	5	-1	6	1	-2
CC1Cc2nc(SCC(=O)NCc3ccco3)n(Cc3ccccc3)c(=O)c2S1 (centres undefined)	0	6	1	1	5	8	5	-5	4
CCn1nc(C)c([N+](=O)[O-])c1C(=O)NNC(=O)c1ccc(Cl)cc1	0	0	2	-5	3	2	3	-6	-1
O=S(=O)(Cc1ccccc1)c1nc2ccccc2n1Cc1ccccn1	2	-2	11	5	3	1	0	-5	1
COc1cc2c(cc1NC(=O)C(C)Sc1ccc(NC(C)=O)cc1)oc1ccccc12 (centres undefined)	-15	-2	-16	-19	-16	-37	1	-32	-2
COCCCNC(=O)Cn1ccc(NC(=O)OCc2ccccc2)nc1=O	3	2	/	-1	-2	8	2	/	-4
O=C(COc1c(F)c(F)cc(F)c1F)NNC(=O)CC1CCS(=O)(=O)C1 (centres undefined)	/	4	/	/	2	-2	6	/	1
COc1ccc(-c2nnc(SCc3nnc(-c4ccc(Cl)cc4)o3)n2-c2ccccc2)cc1	-2	1	0	2	6	2	4	5	-4
CC(=O)c1cccc(NS(=O)(=O)c2csc(C(N)=O)c2)c1	0	4	0	-1	4	2	13	2	1
COc1ccc(CCN2C(=O)CSC2c2ccc(F)cc2)cc1 (centres undefined)	-5	26*	1	-1	-2	-6	1	0	1
CCN(CC(=O)Nc1ccc([N+](=O)[O-])cc1OC)CC(=O)NC(C)(C)C	1	1	0	0	2	-1	4	4	1
Cc1ccc(N2CC(C(=O)Nc3ccc4c(c3)OCCO4)CC2=O)cc1C (centres undefined)	0	0	0	2	3	1	8	1	-2
COc1ccccc1C(=O)Nc1cccc2nc(C)ccc12	2	4	2	-2	1	2	-5	1	-4
CC(=O)NC1(C(F)(F)F)C(=O)Nc2c1c(=O)[nH]c(=O)n2CCc1ccccc1 (centres undefined)	3	10	-9	2	-1	7	7	1	-4
COCCN(C(=O)COC(=O)/C=C/c1cccs1)c1c(N)n(Cc2ccccc2)c(=O)[nH]c1=O	1	-5	-5	-4	3	-2	-9	1	0
CCOC(=O)C1C(c2ccc3c(c2)OCO3)NC(=O)NC1(O)C(F)(F)F (centres undefined)	1	2	6	-1	0	-1	5	2	-3
COC(=O)c1ccc[n+](CC(=O)c2ccc(Br)cc2)c1	-1	4	8	0	3	3	-7	-3	-7
O=C(CSc1ncn[nH]1)NCCOc1ccccc1	-1	4	-1	3	2	6	2	0	-1
O=C(NCc1ccccn1)C1CCN(Cc2cccc(OCc3ccccc3)c2)CC1	-2	2	-2	6	3	4	0	-2	-4
CCN(CC)S(=O)(=O)c1ccc2nc(SC)sc2c1	1	-1	-2	4	4	1	-4	0	0

Continuation:
Compound	LYPLA1 counter	PAFAH1B2 inh	GSTO1 counter	PME-1 inh	pPAFAH inh	PAFAH2 FP inh	PAFAH1B3 inh	Fam108B counter	PAD4 inh
Cc1cccc(NC(=O)c2ccc(S(=O)(=O)N3CCCCC3)cc2)n1	0	6	20	3	2	3	4	-2	1
COc1ccccc1N(CC(=O)Nc1cccc(C(F)(F)F)c1)S(C)(=O)=O	-2	3	1	-2	3	-1	1	5	-2
Cc1ccc(S(=O)(=O)N2CCOCC2)cc1NCC(=O)Nc1ccc(OC(F)(F)F)cc1	/	4	/	/	2	-1	4	/	0
CCOC(=O)c1ccc(-n2c(=O)[nH]c3ccccc3c2=O)cc1	-2	2	7	5	2	2	7	2	1
CN(C)c1ccc(C(=O)OCC#CCSc2nnc(-c3cccc4ccccc34)o2)cc1	/	-6	/	/	0	0	1	/	7
c1ccc(CCc2nn3c(C4COc5ccccc5O4)nnc3s2)cc1 (centres undefined)	2	1	4	2	5	-1	1	-1	1
NS(=O)(=O)c1ccc(CCNC(=O)c2ccc(Cn3c(=O)[nH]c4ccccc4c3=O)cc2)cc1	-7	-5	-28	-21	-8	-8	-8	-15	-7
Cn1c(=O)oc2cc(S(=O)(=O)CCC(=O)NCCc3ccccc3)ccc21	1	3	0	3	2	3	-2	3	-4
O=C(NCCc1ccc(OC(F)F)cc1)C1CC(=O)N(c2ccc3c(c2)OCCO3)C1 (centres undefined)	2	2	/	3	4	4	6	/	-3
O=S(=O)(c1cccc(-c2csc(N/N=C/c3ccco3)n2)c1)N1CCOCC1	-4	4	2	21	18	1	15	12	1
Cc1ccc(-n2nnnc2CSc2nnc(-c3ccc(O)cc3)o2)cc1	1	7	2	4	0	-2	7	4	-2
CCOC(=O)c1c(C)[nH]c(C(=O)OCC(=O)NC2(C#N)CCCCC2)c1C	-1	1	0	2	5	57*	3	-4	0
Cc1nc2ccccc2n1C(C)c1ccccc1 (centres undefined)	-6	4	12	-3	-6	1	7	6	0
C=CCOc1ccc(/C=C2\SC(=S)N(CCC(=O)O)C2=O)cc1	4	2	22	5	10	1	1	3	-6
COCc1c(C(C)C)nc(C(C)C)c(/C=C/[C@@H](O)C[C@@H](O)CC(=O)O)c1-c1ccc(F)cc1	-1	/	7	1	13	/	/	4	2
COCCNC(=O)CCc1nc(-c2ccccc2)no1	1	2	-2	0	0	-5	6	-4	2
CCN1CCN(c2ccc(S(=O)(=O)N3CCCCC3)cc2N)CC1	-2	2	/	-2	-5	1	3	/	-8
